IDH1 R132H inh: inhibitors of IDH1 R132H reductase, primary screen, biochemical, plate reader, single point; 70,000 compounds, 0.18% hits; inhibition, % at 10 µM; Isocitrate dehydrogenase [NADP] cytoplasmic (Homo sapiens), O75874; diaphorase/resazurin fluorescence, 60 min; in the data active means inhibition above about 34%;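 further: 0% = DMSO and 100% = no enzyme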
Target sequence (O75874 whole entry R132H): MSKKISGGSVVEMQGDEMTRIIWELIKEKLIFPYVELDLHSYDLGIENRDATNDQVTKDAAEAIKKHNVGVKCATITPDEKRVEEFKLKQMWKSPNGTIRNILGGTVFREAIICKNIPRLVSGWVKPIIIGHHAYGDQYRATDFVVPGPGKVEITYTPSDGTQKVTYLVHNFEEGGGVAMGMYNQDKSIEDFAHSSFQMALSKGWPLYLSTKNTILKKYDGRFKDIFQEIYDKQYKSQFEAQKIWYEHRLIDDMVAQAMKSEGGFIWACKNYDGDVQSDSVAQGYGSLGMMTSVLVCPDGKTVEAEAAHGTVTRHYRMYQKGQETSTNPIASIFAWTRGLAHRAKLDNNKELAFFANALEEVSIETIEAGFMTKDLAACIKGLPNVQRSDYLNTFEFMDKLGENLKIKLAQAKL
PRC2 inh: EZH2/PRC2 methyltransferase inhibitors, primary screen, biochemical, DELFIA time-resolved fluorescence, single point; 57,000 compounds, 0.35% hits; AID 651548, 2012; Histone-lysine N-methyltransferase EZH2 (Homo sapiens), Q15910; PRC2 H3K27 methylation, DELFIA TRF, 1 h; inhibition, % at 12.5 µM;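 active means mean inhibition of replicates at least 50% and every single replicate also reaching 50%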;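 further: dimethyl H3K27 on biotinylated H3 21-44 peptide detected by antibody; plate controls were median neutral control wells for no effect and median positive control wells for full effect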
An asterisk follows results filed as active; . = not tested or not shown.

Every second line gives: PRC2 inh, IDH1 R132H inh
- CCOC(=O)c1sc(NC(=O)C(C)(C)Oc2ccc(Cl)cc2)c(C#N)c1C
→ ., 0.5
- COc1cccc(S(=O)(=O)Nc2ccc3c(c2)C(=O)N(C)C[C@@H](OC)[C@H](C)CN(C(=O)Cc2cccnc2)[C@@H](C)CO3)c1
→ 11, -0.2
- O=C(CCCCCCC(=O)N/N=C/c1ccc(OCCO)cc1)NO
→ -10, .
- Cc1cc(I)cnc1NC(=O)COc1ccc([N+](=O)[O-])cc1
→ -2, -0.2
- CC(=O)Nc1ccc(S(=O)(=O)Nc2c(C)nn(-c3ccccc3)c2C)cc1
→ 3, 0.8
- C[C@H]1CN([C@@H](C)CO)C(=O)c2cc(-c3ccncc3)cnc2O[C@H]1CN(C)C(=O)c1ccncc1
→ 25, .
- COc1ccc(S(=O)(=O)Nc2ccc3c(c2)C(=O)N([C@@H](C)CO)C[C@H](C)[C@H](CN(C)S(=O)(=O)c2c(C)noc2C)OCCCC[C@@H](C)O3)cc1
→ ., 0.7
- C[C@H]1CN([C@@H](C)CO)C(=O)Cc2cc(NS(=O)(=O)c3ccccc3)ccc2O[C@H]1CN(C)Cc1ccc2c(c1)OCO2
→ -4, 2.4
- C[C@H](CO)N1C[C@H](C)[C@H](CN(C)S(=O)(=O)c2cn(C)cn2)Oc2ccc(NC(=O)CCC(F)(F)F)cc2CC1=O
→ ., 1.6
- C[C@H]1CN([C@@H](C)CO)C(=O)c2cc(NS(=O)(=O)c3cccs3)ccc2O[C@H]1CN(C)S(=O)(=O)c1ccc(Cl)cc1
→ ., -7.2
- COc1ccc(S(=O)(=O)Nc2ccc3c(c2)OC[C@@H](C)NC[C@H](C)[C@H](OC)CN(C)C3=O)cc1
→ 2, -0.2
- COC(=O)CN(c1ccc(C)c(C)c1)S(=O)(=O)c1ccccc1
→ 0, -0.7
- CCCNC(=O)Nc1ccc2c(c1)C(=O)N(C)C[C@H](OC)[C@H](C)CN(Cc1ccc(-c3ccccn3)cc1)[C@H](C)CO2
→ -4, -0.3
- O=C(C[C@H]1C=C[C@@H](NC(=O)C2CCOCC2)[C@@H](CO)O1)NCC1CCCCC1
→ -2, 0.2
- C[C@@H]1CCCCO[C@@H](CN(C)CC2CC2)[C@@H](C)CN([C@H](C)CO)C(=O)c2cc(NC(=O)C3CCCCC3)ccc2O1
→ ., -0.8
- C[C@@H]1CN([C@@H](C)CO)C(=O)c2cc(NS(=O)(=O)c3ccc(F)cc3)ccc2O[C@@H](C)CCCCO[C@@H]1CN(C)C(=O)Nc1ccc2c(c1)OCO2
→ ., 1.0
- CO[C@@H]1CN(C)C(=O)c2ccc(NS(C)(=O)=O)cc2OC[C@@H](C)N(CCC(F)(F)F)C[C@H]1C
→ 6, -0.2
- CO[C@@H]1CN(C)C(=O)c2cc(NC(=O)Nc3cccc(Cl)c3)ccc2OC[C@@H](C)N(C)C[C@H]1C
→ -6, 0.1
- COc1ccccc1C(=O)Nc1ccc2c(c1)C(=O)N(C)C[C@@H](OC)[C@H](C)CN(CC1CC1)[C@H](C)CO2
→ -4, -0.1
- Cc1ccc(S(=O)(=O)Nc2ccc3c(c2)CC(=O)N([C@H](C)CO)C[C@H](C)[C@H](CN(C)S(=O)(=O)c2ccc(F)cc2)O3)cc1
→ ., -2.4

Later entries
Every second line gives: PRC2 inh, IDH1 R132H inh
- C[C@H](CO)N1C[C@H](C)[C@H](CN(C)C(=O)c2ccccn2)Oc2ncc(-c3ccccc3)cc2C1=O
→ 6, -1.4
- C[C@@H]1CN([C@@H](C)CO)C(=O)c2cccc(NC(=O)C3CC3)c2O[C@H]1CN(C)C(=O)Nc1ccc(C(F)(F)F)cc1
→ ., -0.5
- CO[C@@H]1CN(C)C(=O)c2cc(NC(=O)c3ccc4c(c3)OCO4)ccc2OC[C@H](C)N(CC2CC2)C[C@@H]1C
→ 0, 0.2
- C[C@@H]1CCCCO[C@@H](CN(C)C(=O)Nc2ccc3c(c2)OCO3)[C@@H](C)CN([C@H](C)CO)C(=O)c2cc(NS(=O)(=O)c3ccc(F)cc3)ccc2O1
→ ., 0.8
- C[C@@H]1CCCCO[C@H](CN(C)C)[C@H](C)CN([C@H](C)CO)C(=O)c2cc(NS(=O)(=O)c3cn(C)cn3)ccc2O1
→ -1, 3.5
- CN(Cc1nc(-c2cccc([N+](=O)[O-])c2)no1)S(=O)(=O)c1ccccc1
→ 3, 0.1
- CC(=O)N(C)C[C@H]1Oc2cc(C#Cc3ccncc3)ccc2S(=O)(=O)N([C@H](C)CO)C[C@@H]1C
→ -4, 4.0
- C[C@H](CO)N1C[C@H](C)[C@H](CN(C)S(=O)(=O)c2ccccc2)Oc2ccc(NC(=O)Cn3cnnn3)cc2C1=O
→ ., 0.1
- Cc1ccc(NC(=O)CN(c2cc(Cl)c(Cl)cc2Cl)S(C)(=O)=O)cc1
→ -6, -0.6
- C[C@@H]1CN([C@@H](C)CO)C(=O)c2cccc(NC(=O)c3ccncc3)c2O[C@H]1CN(C)S(=O)(=O)c1ccc(F)cc1
→ 3, 1.9
- CNC[C@@H]1Oc2ccc(NC(=O)Nc3ccccc3)cc2C(=O)N([C@@H](C)CO)C[C@@H]1C
→ -5, 1.6
- O=C(C[C@H]1C[C@@H]2c3cc(NC(=O)C4CCOCC4)ccc3O[C@@H]2[C@@H](CO)O1)NC1CCCCC1
→ 3, 0.9
- C[C@H]1CN([C@@H](C)CO)C(=O)Cc2cc(NC(=O)Cc3ccccc3)ccc2O[C@@H]1CN(C)S(=O)(=O)c1ccc(Cl)cc1
→ -4, 0.1
- CCCN(C)C[C@H]1OCc2ccccc2-c2ccccc2C(=O)N([C@@H](C)CO)C[C@H]1C
→ -13, 0.9
- Cc1noc(C)c1S(=O)(=O)Nc1ccc2c(c1)C(=O)N([C@@H](C)CO)C[C@@H](C)[C@H](CN(C)Cc1ccncc1)OCCCC[C@@H](C)O2
→ ., 13
- CCC(=O)N(C)C[C@@H]1Oc2cc(-c3ccncc3)ccc2S(=O)(=O)N([C@@H](C)CO)C[C@H]1C
→ ., 5.9
- Cc1noc(C)c1S(=O)(=O)Nc1cccc2c1O[C@H](CN(C)C(=O)NC1CCCCC1)[C@H](C)CN([C@H](C)CO)C2=O
→ ., 0.4
- C=C(C(=O)O)C1CCC(CCC)OC1=O (stereo not drawn)
→ 16, 0.4
- C[C@H](CO)N1C[C@H](C)[C@H](CN(C)C)Oc2cc(-c3ccc(C(=O)N(C)C)cc3)ccc2S1(=O)=O
→ 7, -1.7
- C[C@@H]1CN([C@H](C)CO)C(=O)c2cc(C#C[C@@H](C)O)cnc2O[C@H]1CN(C)Cc1cccc(C(=O)O)c1
→ -8, 0.2

(list continues)
Every second line gives: PRC2 inh, IDH1 R132H inh
- COc1ccc(CN(C)C[C@H]2Oc3ccc(NC(=O)Nc4c(C)noc4C)cc3CC(=O)N([C@@H](C)CO)C[C@H]2C)cc1
→ -5, -0.4
- C[C@H]1CN([C@@H](C)CO)C(=O)c2cccc(NC(=O)Nc3ccc(C(F)(F)F)cc3)c2O[C@@H]1CN(C)C(=O)NC1CCCCC1
→ -12, 1.2
- O=C(C[C@@H]1C=C[C@@H](NC(=O)Nc2ccc(C(F)(F)F)cc2)[C@H](CO)O1)NCc1cc(F)cc(F)c1
→ 4, 0.0
- Cc1ccc(-c2nc3ncccc3o2)cc1NC(=O)C(C)Oc1ccc(Cl)cc1Cl (stereo not drawn)
→ 6, 0.0
- O=C(CSc1nnc(-c2ccco2)o1)c1ccc(Oc2ccccc2)cc1
→ 34, -0.2
- COCC(=O)N1C[C@H](C)[C@H](OC)CN(C)C(=O)c2ccc(NC(=O)NC(C)C)cc2OC[C@H]1C
→ -15, -0.3
- C[C@@H]1CN([C@H](C)CO)C(=O)CCCn2cc(nn2)CO[C@H]1CN(C)S(=O)(=O)c1ccc(F)cc1
→ 5, .
- CO[C@H]1CN(C)C(=O)c2ccc(NC(=O)C3CC3)cc2OC[C@@H](C)N(C(C)=O)C[C@H]1C
→ 13, 0.4
- O=C(C[C@H]1C[C@@H]2c3cc(NS(=O)(=O)c4ccc(F)cc4)ccc3O[C@@H]2[C@H](CO)O1)NCc1ccc(-c2ccccc2)cc1
→ 27, -0.5
- C[C@H]1CN([C@@H](C)CO)C(=O)Cc2cc(NC(=O)NC3CCCCC3)ccc2O[C@H]1CN(C)S(=O)(=O)c1ccccc1
→ -13, -0.5
- CC(C)C#Cc1ccc2c(c1)O[C@H](CN(C)Cc1ccncc1)[C@H](C)CN([C@H](C)CO)S2(=O)=O
→ ., 0.7
- CO[C@H]1CN(C)C(=O)c2cc(NC(=O)C3CCC3)ccc2OC[C@@H](C)N(Cc2ccc(F)cc2)C[C@@H]1C
→ -3, 0.0

18 entries already listed, arranged by molecular weight, ascending:
Every second line gives: PRC2 inh, IDH1 R132H inh
- C=C(C(=O)O)C1CCC(CCC)OC1=O (stereo not drawn)
→ 16, 0.4
- O=C(CSc1nnc(-c2ccco2)o1)c1ccc(Oc2ccccc2)cc1
→ 34, -0.2
- CCCN(C)C[C@H]1OCc2ccccc2-c2ccccc2C(=O)N([C@@H](C)CO)C[C@H]1C
→ -13, 0.9
- CO[C@H]1CN(C)C(=O)c2ccc(NC(=O)C3CC3)cc2OC[C@@H](C)N(C(C)=O)C[C@H]1C
→ 13, 0.4
- Cc1ccc(-c2nc3ncccc3o2)cc1NC(=O)C(C)Oc1ccc(Cl)cc1Cl (stereo not drawn)
→ 6, 0.0
- CCC(=O)N(C)C[C@@H]1Oc2cc(-c3ccncc3)ccc2S(=O)(=O)N([C@@H](C)CO)C[C@H]1C
→ ., 5.9
- O=C(C[C@H]1C[C@@H]2c3cc(NC(=O)C4CCOCC4)ccc3O[C@@H]2[C@@H](CO)O1)NC1CCCCC1
→ 3, 0.9
- CC(C)C#Cc1ccc2c(c1)O[C@H](CN(C)Cc1ccncc1)[C@H](C)CN([C@H](C)CO)S2(=O)=O
→ ., 0.7
- C[C@H](CO)N1C[C@H](C)[C@H](CN(C)C)Oc2cc(-c3ccc(C(=O)N(C)C)cc3)ccc2S1(=O)=O
→ 7, -1.7
- C[C@@H]1CN([C@H](C)CO)C(=O)c2cc(C#C[C@@H](C)O)cnc2O[C@H]1CN(C)Cc1cccc(C(=O)O)c1
→ -8, 0.2
- C[C@@H]1CN([C@H](C)CO)C(=O)CCCn2cc(nn2)CO[C@H]1CN(C)S(=O)(=O)c1ccc(F)cc1
→ 5, .
- O=C(C[C@@H]1C=C[C@@H](NC(=O)Nc2ccc(C(F)(F)F)cc2)[C@H](CO)O1)NCc1cc(F)cc(F)c1
→ 4, 0.0
- CO[C@H]1CN(C)C(=O)c2cc(NC(=O)C3CCC3)ccc2OC[C@@H](C)N(Cc2ccc(F)cc2)C[C@@H]1C
→ -3, 0.0
- COc1ccc(CN(C)C[C@H]2Oc3ccc(NC(=O)Nc4c(C)noc4C)cc3CC(=O)N([C@@H](C)CO)C[C@H]2C)cc1
→ -5, -0.4
- Cc1noc(C)c1S(=O)(=O)Nc1cccc2c1O[C@H](CN(C)C(=O)NC1CCCCC1)[C@H](C)CN([C@H](C)CO)C2=O
→ ., 0.4
- C[C@H]1CN([C@@H](C)CO)C(=O)Cc2cc(NC(=O)Cc3ccccc3)ccc2O[C@@H]1CN(C)S(=O)(=O)c1ccc(Cl)cc1
→ -4, 0.1
- C[C@H]1CN([C@@H](C)CO)C(=O)c2cccc(NC(=O)Nc3ccc(C(F)(F)F)cc3)c2O[C@@H]1CN(C)C(=O)NC1CCCCC1
→ -12, 1.2
- Cc1noc(C)c1S(=O)(=O)Nc1ccc2c(c1)C(=O)N([C@@H](C)CO)C[C@@H](C)[C@H](CN(C)Cc1ccncc1)OCCCC[C@@H](C)O2
→ ., 13

Assay outcomes: PubChem, Broad Institute

This is a subset; the hit share may differ from the screen's.
